DYRK1A inh: rat Dyrk1A kinase inhibitors, primary screen, biochemical, single point, plate reader; Dual specificity tyrosine-phosphorylation-regulated kinase 1A (Rattus norvegicus), Q63470; ADP-Glo luminescence, NFATc1 peptide; inhibition, % at 12.5 µM; 310,000 tested, 0.43% active; in the data active = inhibition above about 50%;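 note: plate controls were vehicle with enzyme for no effect and no enzyme for full effect; many of its hits are not listed in these tables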
GSK3B inh: human GSK3beta kinase inhibitors, primary screen, biochemical, cell-free homogeneous, HTS | Glycogen synthase kinase-3 beta (Homo sapiens), P49841 | GST-GSK3beta kinase, ADP-Glo luminescence, 60 min; stronger effect = lower value | activity score (negative = inhibition), % at 10 µM | 300,000 tested, 0.038% active;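 active = more than half of replicate wells score below -50%, meaning over 50% inhibition versus plate controls; inconclusive = some replicates but at most half score below -50%; inactive = no replicate scores below -50%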;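 note: 0% = median DMSO wells and -100% = median GW8510 positive control wells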
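Test system: GST-tagged human GSK3beta kinase, cell-free; evaluation: activity score scaled between in-plate DMSO and GW8510 controls; measured by: ADP-Glo luminescence; incubation: 60 min reaction, RT; benchmarks: DMSO and 20 µM GW8510; reagent: peptide substrate plus 25 µM ATP (final); medium: Tris/MgCl2 kinase buffer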
PolyA inh: polyadenylation inhibitors in yeast reporter cells, primary screen, luminescence, S. cerevisiae | S. cerevisiae SKY197-pL101 polyadenylation reporter, beta-gal luminescence; efflux-impaired pdr1/pdr3 knockout yeast; score 100 = 6 SD above DMSO | calls only at 12 µM | 300,000 tested, 0.02% active;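 active = lowest replicate activity score at least 50, where 100 means six control SD above control mean; inconclusive = lowest score under 50 but half or more replicates reach 50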;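 note: yeast exposed to compound for 9 h at 30 °C; higher score means more reporter readthrough which indicates perturbed polyadenylation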
RGS4 pot: RGS4 potentiators or activators, primary screen, cell-based, HEK293 M3R inducible RGS4, calcium flux; carbachol calcium flux Fluo4; stronger effect = lower value; B-score at 10 µM; 310,000 tested, 0.92% active; AID 463111, 2010;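 active = B-score of the integrated calcium signal more than 4 SD below the library mean, with starting fluorescence not abnormally high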;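 note: negative B-score means reduced calcium response which marks RGS4 activation or potentiation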
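System – HEK293 FlpIn-TREx cells, stable M3R, doxycycline-inducible RGS4 · Reagent – ECmax carbachol challenge · Times – compound preincubation 20 min at room temperature before agonist · Technique – Fluo4 fluorescence kinetic imaging of calcium · Measure – B score of integrated Fluo4 ratio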
KCNQ1 inh: inhibitors of human KCNQ1 channel, primary screen, cell-based, thallium flux, high-throughput; Potassium voltage-gated channel subfamily KQT member 1 (Homo sapiens), P51787; AID 2642, 2010; B-score at 10 µM; 310,000 tested, 1.3% active; CHO-K1 KCNQ1, FluxOR thallium flux fluorescence; stronger effect = higher value;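 active = compounds whose thallium flux B-score, printed positive for inhibition, exceeds three library SD while starting fluorescence stays within three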;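 note: channel opened by potassium depolarization with thallium stimulus after 20 min compound exposure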
hERG rescue: hERG rescue from dofetilide block, primary screen, cell-based, CHO-hERG, FluxOR thallium flux, dofetilide IC70; Voltage-gated inwardly rectifying potassium channel KCNH2 (Homo sapiens), Q12809; dofetilide IC70 present; activation (rescue from dofetilide block), less the hit threshold, % at 10 µM; 310,000 tested, 0.51% active;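 active = activation above the mean of controls blocked by dofetilide plus 5 SD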;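 note: thallium influx through hERG after potassium depolarization seen as dye fluorescence rise; in these data hits start at about 4.7%; inactives centre near -7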
Target sequence (Q12809 whole entry, looked up): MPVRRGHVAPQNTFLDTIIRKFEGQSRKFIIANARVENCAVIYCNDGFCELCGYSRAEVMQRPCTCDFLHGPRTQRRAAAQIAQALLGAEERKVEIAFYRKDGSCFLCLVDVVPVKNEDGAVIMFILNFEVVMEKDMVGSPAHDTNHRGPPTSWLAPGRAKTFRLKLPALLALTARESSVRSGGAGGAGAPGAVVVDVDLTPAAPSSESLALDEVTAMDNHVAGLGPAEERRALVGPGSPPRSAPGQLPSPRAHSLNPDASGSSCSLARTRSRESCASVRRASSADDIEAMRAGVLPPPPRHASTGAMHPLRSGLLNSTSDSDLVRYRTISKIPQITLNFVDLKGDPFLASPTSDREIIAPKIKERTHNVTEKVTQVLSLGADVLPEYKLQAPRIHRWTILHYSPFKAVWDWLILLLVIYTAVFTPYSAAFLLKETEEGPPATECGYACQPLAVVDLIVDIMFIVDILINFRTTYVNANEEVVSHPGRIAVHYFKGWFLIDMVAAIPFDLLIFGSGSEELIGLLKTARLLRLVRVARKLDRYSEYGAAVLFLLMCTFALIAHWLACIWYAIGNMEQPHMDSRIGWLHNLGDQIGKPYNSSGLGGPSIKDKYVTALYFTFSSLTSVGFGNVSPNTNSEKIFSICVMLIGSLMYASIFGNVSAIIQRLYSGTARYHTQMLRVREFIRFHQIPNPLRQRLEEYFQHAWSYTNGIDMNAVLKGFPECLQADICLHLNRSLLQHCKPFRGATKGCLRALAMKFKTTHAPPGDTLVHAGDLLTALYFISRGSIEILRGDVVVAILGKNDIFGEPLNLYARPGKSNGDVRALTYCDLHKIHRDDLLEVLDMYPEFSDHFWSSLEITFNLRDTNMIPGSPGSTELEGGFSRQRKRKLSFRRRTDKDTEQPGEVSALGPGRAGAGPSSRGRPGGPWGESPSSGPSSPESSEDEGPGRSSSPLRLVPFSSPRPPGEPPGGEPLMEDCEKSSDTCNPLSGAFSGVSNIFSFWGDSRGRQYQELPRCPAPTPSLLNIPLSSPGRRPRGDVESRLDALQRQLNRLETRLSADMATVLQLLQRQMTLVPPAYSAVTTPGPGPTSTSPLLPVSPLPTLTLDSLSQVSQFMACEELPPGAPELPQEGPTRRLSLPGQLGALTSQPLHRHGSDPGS
HDAC3 inh: HDAC3 deacetylase inhibitors, primary screen, biochemical, fluorescence, cell-free homogeneous; Histone deacetylase 3 (Homo sapiens), O15379; inhibition, % at 8.3 µM; recombinant HDAC3, fluorogenic peptide/trypsin coupled; AID 2718, 2010; 320,000 tested, 0.15% active; in the data active = inhibition above about 26%, passing the limit was not always enough; inconclusive = no clear call, values can overlap the other calls
GSK3 alpha inh: blockers of GSK3A enzyme activity – biochemical, luminescence, cell-free homogeneous, HTS, primary screen. GSK-3 alpha kinase, ADP-Glo luminescence, 60 min. 320,000 tested, 0.1% active. AID 2650, 2010. inhibition, % at 10 µM. Glycogen synthase kinase-3 alpha (Homo sapiens), P49840;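 in the data active = inhibition above about 50%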;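 note: GST-tagged GSK-3 alpha with peptide substrate and 25 µM ATP; 0% = DMSO neutral wells and 100% = GW8510 positive control wells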
KCNK9 block: KCNK9 potassium channel inhibitors, primary screen, HEK293 cells, thallium flux; B-score at 10 µM; FluxOR thallium flux fluorescence; stronger effect = lower value; AID 488922, 2010; Potassium channel subfamily K member 9 (Homo sapiens), Q9NPC2; 310,000 tested, 1.2% active;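 active = ratio B-score over 3 SD below the library mean, with starting fluorescence within 5 SD of its mean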;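 note: negative B-score means less thallium flux so channel inhibition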
KCNK3 inh: human KCNK3 channel inhibitors, primary screen, CHO cells, FluxOR thallium flux, B-score. 340,000 tested, 0.84% active. Potassium channel subfamily K member 3 (Homo sapiens), O14649. B-score at 10 µM. FluxOR fluorescence; stronger effect = lower value;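 active = B-score under library mean minus 4 SD, starting fluorescence ratio at most library mean plus 5 SD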;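 note: more negative B-score means stronger inhibition of thallium flux through KCNK3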
KCNQ1 pot: potentiators or activators of KCNQ1 channel, primary screen, cell-based, thallium flux, high-throughput | Potassium voltage-gated channel subfamily KQT member 1 (Homo sapiens), P51787 | CHO-K1 KCNQ1, thallium flux FluxOR fluorescence; stronger effect = higher value | B-score at 10 µM | 310,000 tested, 0.35% active | AID 2648, 2010;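 active = fluorescence ratio B-score, a plate-corrected score, at least three library SD, with initial intensity B-score within 5 SD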
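Assay system: CHO-K1 cells stably expressing KCNQ1; Medium: assay buffer with matched DMSO; Also added: K+/Tl+ depolarizing stimulus; Dosing: single dose; Timing: dye 90 min, compound 20 min, room temperature; Measured by: kinetic FluxOR thallium fluorescence, 10-s 1-Hz baseline, 110-s post-stimulus read; Read-out: peak-minus-minimum fluorescence over initial fluorescence, negative-control normalized, B-scored.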
* marks the source's active call; other numbers are inactive results; i = inactive; ? = inconclusive; · = no result given.

SMILES | DYRK1A inh | GSK3B inh | PolyA inh | RGS4 pot | KCNQ1 inh | hERG rescue | HDAC3 inh | GSK3 alpha inh | KCNK9 block | KCNK3 inh | KCNQ1 pot
CCN(CC)S(=O)(=O)c1cc(NC(=O)c2cc([N+](=O)[O-])ccc2N2CCOCC2)ccc1C | -10 | 2 | i | i | i | -15 | 9 | -3 | i | i | i
Cc1cc(C)cc(-n2ccnc2SCC(=O)Nc2ccc3c(c2)OCCO3)c1 | -4 | -1 | i | i | i | -8 | ? | 5 | i | i | i
COc1ccc(CCNC(=O)C2=CCN(S(=O)(=O)c3ccc(F)cc3)CC2)cc1OC | 7 | 1 | i | i | i | -1 | -1 | 4 | i | i | i
Cc1cc(-c2nnc(SCC(=O)NC3CC3)n2C(C)C)cs1 | · | 1 | i | i | i | -7 | 0 | -2 | i | i | i
CCn1c(NC(=O)c2ccc(COc3ccc(C)cc3[N+](=O)[O-])o2)nc2ccccc21 | -9 | -1 | i | i | i | -6 | -4 | -1 | i | i | i
Cc1cccc2c(=O)c(C(=O)NCCc3ccccc3)c[nH]c12 | 3 | 3 | i | i | i | -8 | -7 | -2 | i | i | i
CCOC(=O)N1CCN(C(=O)c2cccn3c(=O)c4cc(Cl)ccc4nc23)CC1 | 2 | 0 | i | i | i | -5 | -2 | 2 | i | i | i
CC(=O)NC(Cc1ccc(C)cc1)C(=O)NC1CCN(S(=O)(=O)c2ccccc2)CC1 (configuration not stated) | -4 | 1 | i | i | i | -12 | -3 | -2 | i | i | i
COc1ccc(Cl)cc1S(=O)(=O)N(C)CC(=O)N1CCCC1 | 5 | 1 | i | i | i | -10 | 6 | -1 | i | i | i
CCN(CC)CP(=O)(c1ccccc1)c1ccccc1 | -6 | 1 | i | i | i | -11 | 1 | -1 | i | i | i
CC(CC(=O)N(C)C1CCCCC1)S(=O)(=O)c1ccc2c(c1)NC(=O)CO2 (configuration not stated) | -1 | -3 | i | i | i | -10 | -2 | -1 | i | i | i
CCCOc1ccc(-c2nnc(-c3ccncc3)o2)cc1 | 7 | 2 | i | i | i | -12 | -1 | -2 | i | i | i
Cc1ccc(CNC(=O)C23CN(Cc4ccccc4)CC2C(c2ccc([N+](=O)[O-])cc2)=NO3)o1 (configuration not stated) | 3 | -1 | i | i | i | -10 | 5 | -2 | i | i | i
O=C1OCCC1Sc1nc2cc(Cl)ccc2n1Cc1ccccc1 (configuration not stated) | 4 | 1 | i | i | i | -7 | 1 | -2 | i | i | i
Cn1c(SC/C=C/c2ccccc2)nnc1-c1ccco1 | 7 | -1 | i | i | i | -9 | 1 | 13 | i | i | i
CC(C)Oc1ccc(C(=O)NCCCNC(=O)c2cccnc2)cc1 | -1 | 0 | i | i | i | -8 | -3 | -1 | i | i | i
O=S(=O)(Nc1cccnc1)c1cccc(C(F)(F)F)c1 | -2 | -2 | i | i | i | -9 | -5 | -3 | i | i | i
O=C(NCC1CC1)c1ccc2c3n(nc2c1)-c1ccccc1CO3 | 19 | -5 | i | i | i | -6 | -11 | 0 | i | i | i
Cc1ccc(N2CN(S(=O)(=O)c3cccc([N+](=O)[O-])c3)c3nc4ccccc4nc32)cc1 | -2 | 3 | i | i | i | -14 | 1 | 4 | i | i | i
O=C(Nc1ccc(Cl)c(Cl)c1)OCc1cnc(Cl)s1 | 59* | 1 | i | i | i | -2 | · | · | i | i | i
COc1ccc(S(=O)(=O)N(CC(=O)NCc2cccnc2)C2CCCCC2)cc1OC | 0 | 0 | i | i | i | -14 | 4 | -1 | i | i | i
COc1ccc(C(=O)Nc2ccc(NC(=O)c3ccco3)c(Cl)c2)cc1OC | -3 | 2 | i | i | i | -1 | -7 | -4 | i | i | i
C=CCNC(=S)NCc1cccnc1 | -5 | 2 | i | i | i | -5 | 2 | -2 | i | i | i
COc1ccc(/C=N/NC(=O)c2ccncc2)c(C(=O)O)c1OC | -5 | -4 | i | i | i | -7 | 3 | -2 | i | i | i
CCOC(=O)/C=c1\s/c(=C\c2ccc(-c3ccccc3)cc2)c(=O)n1CC(=O)NCc1ccc2c(c1)OCO2 | 0 | 0 | i | i | i | -8 | -5 | -3 | i | i | i
COC(=O)C1=NNC2(c3ccc(Cl)cc3)C(=O)N(c3ccccc3)C(=O)C12 (configuration not stated) | 8 | 0 | i | i | i | -6 | 34* | 2 | i | i | i
CCCCCN(C(=O)CCC(=O)OCc1cc(C)ccc1C)c1c(N)n(CCCC)c(=O)[nH]c1=O | 2 | -4 | i | i | i | -6 | 0 | 1 | i | i | i
Cc1ccc(S(=O)(=O)Nc2ccc(O)c3ncccc23)cc1 | 6 | 1 | i | i | i | -6 | ? | · | i | i | i
O=C1N2CCSC2=NC1(Nc1nccs1)C(F)(F)F (configuration not stated) | -7 | -1 | i | i | i | -4 | 11 | 0 | i | i | i
COc1cc(NC(=O)c2ccco2)c(OC)cc1NC(=O)Nc1ccccc1Cl | · | 5 | i | i | i | -2 | -8 | -2 | i | i | i
Cc1cc(C)nc(SCc2ccc([N+](=O)[O-])cc2)n1 | · | 1 | · | i | i | -19 | 0 | -3 | i | i | i
CC(=O)NCCC1CCCCN1Cc1nc(Cc2cccc(C(F)(F)F)c2)no1 (configuration not stated) | 4 | 1 | i | i | i | -2 | 2 | -2 | i | i | i
Cc1ccc(C(C(=O)NC(C)(C)C)N(C(=O)c2csnn2)c2ccccc2F)o1 (configuration not stated) | -2 | -2 | i | i | i | -7 | 0 | -4 | i | i | i
COCC1=C(C(=O)OC)C(c2cccs2)n2ncnc2N1 (configuration not stated) | 1 | -2 | i | i | i | 0 | -3 | -1 | i | i | i
O=C1C2C3C=CC(C3)C2C(=O)N1c1cccc(N2C(=O)C3C4C=CC(C4)C3C2=O)n1 (configuration not stated) | · | -5 | i | i | i | -9 | -1 | -1 | i | i | i
O=C(NCc1ccco1)c1cccc(Nc2nc3ccc(Br)cc3[nH]2)c1 | 7 | -22 | i | i | 8* | -26 | ? | 0 | i | i | i

The last two entries of the part before are carried over, then new ones follow.
SMILES | DYRK1A inh | GSK3B inh | PolyA inh | RGS4 pot | KCNQ1 inh | hERG rescue | HDAC3 inh | GSK3 alpha inh | KCNK9 block | KCNK3 inh | KCNQ1 pot
O=C1C2C3C=CC(C3)C2C(=O)N1c1cccc(N2C(=O)C3C4C=CC(C4)C3C2=O)n1 (configuration not stated) | · | -5 | i | i | i | -9 | -1 | -1 | i | i | i
O=C(NCc1ccco1)c1cccc(Nc2nc3ccc(Br)cc3[nH]2)c1 | 7 | -22 | i | i | 8* | -26 | ? | 0 | i | i | i
O=C(COc1ccccc1O)N1CCN(C(=O)c2ccco2)CC1 | -14 | 0 | i | i | i | -7 | -7 | 0 | i | i | i
CNC(=O)COC(=O)c1cc(SC)ccc1Cl | · | -4 | i | i | i | -10 | 6 | -10 | i | i | i
O=C1NC(=Nc2ccccc2)SC1Cc1ccccc1 (configuration not stated) | -2 | -3 | i | i | i | -10 | -11 | 1 | i | i | i
CCn1c(=O)c([N+](=O)[O-])c(NCC2CCCO2)c2ccccc21 (configuration not stated) | 7 | -4 | i | i | i | -1 | 4 | -4 | i | i | i
Cc1ccc(-n2c(SCC(=O)NCc3ccc4c(c3)OCO4)nnc2-c2cccnc2)c(C)c1 | -1 | -1 | i | i | i | -11 | · | · | i | i | i
Cc1cccc(Cn2nc(C(C)(C)C)cc2C(=O)Nc2ccc(F)cc2)c1 | 3 | 2 | i | i | 12* | -18 | 1 | -1 | i | i | i
O=C(NCC1CCCO1)c1cc2nc(-c3ccco3)cc(C(F)(F)Cl)n2n1 (configuration not stated) | -3 | 0 | i | i | i | -7 | -3 | -1 | i | i | i
Cc1cc(C)nc(SCc2cn3c(C)cccc3n2)n1 | · | 2 | i | i | i | -13 | 2 | 0 | i | i | i
CSCCC(NC(=O)c1ccco1)C(=O)Nc1ccc(C)cn1 (configuration not stated) | -4 | 0 | i | i | i | -20 | 7 | -1 | i | i | i
CCOc1cc(S(=O)(=O)n2ccc(C)n2)ccc1Br | -1 | -1 | i | i | i | -3 | 0 | -2 | i | i | i
O=S(=O)(c1ccc(S(=O)(=O)N2CCN3CCCC3C2)cc1)N1CCCC1 (configuration not stated) | -2 | 2 | i | i | i | -12 | -11 | -2 | i | i | i
C=CCNC(=S)/C(=C(/[O-])c1ccccc1Br)[n+]1ccccc1 | 2 | -1 | i | i | i | -3 | 7 | 0 | i | i | i
COc1ccc(-n2c(CN3CCOCC3)nc3ccc([N+](=O)[O-])cc3c2=O)c(OC)c1 | 0 | 1 | i | i | i | -7 | 1 | 3 | i | i | i
Cc1ccc(-c2nnc(CSc3nc4cc5c(cc4cc3C)OCO5)o2)cc1 | -7 | -12 | i | i | i | -12 | 4 | 2 | i | i | i
C#CCOCCOCCOCCNc1nc(N2CCN(C(=O)[C@H](Cc3ccc(O)cc3)n3cc(C(N)CC(C)C)nn3)CC2)nc(N2CCN(C(=O)[C@H](CCC(=O)O)n3cc(C(N)[C@H](C)CC)nn3)CC2)n1 (some centres not stated) | 38 | -2 | · | i | i | -8 | 5 | -2 | i | i | i
Cc1cccc(C(=O)Nc2oc(-c3ccccc3)cc2C#N)c1 | -8 | -1 | i | i | i | -14 | -3 | -1 | i | i | i
O=C(Cc1ccc(-n2cccc2)cc1)NCc1ccccc1Cl | -7 | -4 | i | i | i | -10 | -3 | -2 | i | i | i

Source: PubChem BioAssay

Only part of the results is shown, so the mix of outcomes need not match the whole.
